# DRD3 antagonist – D3 dopamine receptor (human) antagonism. max response, negative = inhibition, %. actives 2.5% (n = 360,000). AID 652054. P35462. D3R cells, DiscoveRx beta-arrestin luminescence, antagonist mode; hits give low values; in the data active means max response below about -50%; inconclusive means no clear call, values can overlap the other calls; further: on the % scale 0 is the no-effect control and ±100 the full control effect; mostly tested at two doses, the higher about 12 µM
# Target sequence (P35462 whole entry, looked up): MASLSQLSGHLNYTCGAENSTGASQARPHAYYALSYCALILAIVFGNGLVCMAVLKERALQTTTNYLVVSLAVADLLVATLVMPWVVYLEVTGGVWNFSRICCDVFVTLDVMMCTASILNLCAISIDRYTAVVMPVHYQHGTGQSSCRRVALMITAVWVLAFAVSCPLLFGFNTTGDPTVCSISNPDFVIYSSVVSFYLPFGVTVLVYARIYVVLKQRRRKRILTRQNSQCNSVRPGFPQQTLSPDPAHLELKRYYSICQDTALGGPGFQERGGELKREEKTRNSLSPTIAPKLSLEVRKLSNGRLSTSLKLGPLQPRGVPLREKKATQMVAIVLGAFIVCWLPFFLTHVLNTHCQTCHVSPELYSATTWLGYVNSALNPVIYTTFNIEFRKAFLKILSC
#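 Cells expressing the human receptor were seeded at 1500 cells/well, incubated overnight at 37 degrees C in 5% CO2, then exposed to library compounds with dopamine controls for 90 minutes at 37 degrees C before luminescent detection.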
# aSyn yeast inh – alpha-synuclein toxicity inhibition in yeast; actives 0.14% (n = 370,000); AID 652106; Potency, µM (highest dose often 46.1 µM), without a hit: at the top dose growth rescue (activation), most hits filed as activators; Yeast expressing alpha-synuclein, growth rescue, BacTiter-Glo, 24 h; further: potency means the concentration at half of the fitted maximal effect; % of control where 0% means no effect; nearly all actives have a fitted effect of over 65% in size
#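 Screening used galactose-induced yeast with toxic alpha-synuclein levels, exposed to compound for 24 hr at 30 deg C. Cell growth, read with BacTiter-Glo luminescence, gave the measured signal.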
# Abeta yeast res – A-beta toxicity reversal in yeast; actives 0.063% (n = 410,000); Potency, µM (series often up to 46.1 µM), for inactives: top-dose growth rescue, most hits filed as activators; yeast expressing A-beta42, growth rescue, OD600, 48 h; response scale: 0% DMSO, 100% iron-clioquinol control; further: potency means the concentration at half of the fitted maximal effect; nearly all actives have a fitted effect of over 55% in size
#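 Growth rescue measured by 600 nm absorbance after 48 h yeast culture at 30 C with compound. Values normalized between DMSO and an equimolar ferric chloride plus clioquinol control.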
# EPAC2 antagonist – blocks human EPAC2 exchange factor; Q8WZA2; EPAC2 GEF exchange of Rap1B-BODIPY-GDP, fluorescence; Potency, µM (series often up to 114 µM), inactives show top-dose activity, negative = inhibition, hits mostly inhibitors; actives 0.18% (n = 360,000); AID 720708; further: potency means the concentration at half of the fitted maximal effect; on the % scale 0 is the no-effect control and ±100 the full control effect; nearly all actives have a fitted effect of over 45% in size; many of its hits are not listed in these tables
# FUS suppressor – suppressors of FUS proteinopathy in yeast | S. cerevisiae FUS-expressing, growth rescue, OD600, 24 h | Potency, µM (series often up to 76.6 µM), inactives show top-dose growth rescue (activation), hits mostly activators | actives 0.24% (n = 390,000) | AID 1347120;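 further: potency means the concentration at half of the fitted maximal effect; plate controls were DMSO vehicle for no effect and reference control for full effect; nearly all actives have a fitted effect of over 55% in size; some results filed as inactive show a strong effect at the top dose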
#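 Yeast expressing FUS under galactose induction, OD 0.005 in 2% galactose medium; compounds in a dilution series, 24 h at 30C. Growth rescue by absorbance at 600 nm; CP55940 positive control, DMSO negative.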
# EPAC2 ag – activates human EPAC2 exchange factor | Q8WZA2 | EPAC2 activation, biochemical qHTS; response scale: 100% = 6.5 mM cAMP response | Potency, µM (highest dose often 154 µM), for the others: at the top dose activation, actives largely listed as activators | actives 0.079% (n = 360,000); further: potency means the concentration at half of the fitted maximal effect; nearly all actives have a fitted effect of over 50% in size
#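 qHTS, titration series. 100 nM EPAC2 / 250 nM Rap1B-BODIPY-GDP / 50 uM GDP; RT; ex 480/em 540 nm, 5-min reads to 30 min. Norm. to 6.5 mM cAMP = activation.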
# DRD3 agonist – D3 dopamine receptor (human) agonism; AID 652048; P35462; max activation, %; actives 0.58% (n = 410,000); D3R DiscoveRx beta-arrestin cells, luminescence, 90 min; in the data active means max activation above about 30%; further: 0% is about no effect; mostly tested at two doses, the higher about 12 µM
#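 Agonist mode: compounds and dopamine controls were applied to plated cells for 90 min at 37 degrees C after an overnight attachment at 1500 cells/well. Luminescent read-out followed 30 - 60 minutes at room temperature with DiscoveRx detection reagent.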
# TDP43 rescue – TDP-43 toxicity inhibition in yeast; TDP-43 expressing yeast growth rescue, BacTiter-Glo, 24 h; actives 1.8% (n = 410,000); AID 652104; Potency, µM (doses to about 46.1 µM), for inactives: top-dose growth rescue (activation), actives largely listed as activators; further: potency means the concentration at half of the fitted maximal effect; % of control where 0% means no effect; nearly all actives have a fitted effect of over 50% in size
#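 Growth rescue of TDP-43-toxic yeast measured as ATP luminescence (BacTiter-Glo). Cells grown to mid-log in raffinose, induced in galactose at OD600=0.02, exposed to compound 24 hr at 30 deg C.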
# The depositor's hits bear a star; ? = inconclusive; / = no result given; & = joins results of further samples; [ ] = another dose, or the depositor's remark. Unless noted, the call rests on the fitted dose curve; in most records, active means well fitted curve in the direction sought with a large enough effect; inconclusive means small, poorly fitted or top-dose-only effect, or another doubt; inactive means no such curve, though single readings can be large; an effect the other way counts as inactive or inconclusive.
[1] CCC(c1nnnn1Cc1ccco1)N1CCN(c2cc(Cl)ccc2C)CC1 (stereo unspecified)
[2] COc1cc(C(=O)NCC(=O)N/N=C(/C)c2ccc3c(c2)CCCC3)cc(OC)c1OC
[3] Cn1c(=O)n(CCc2ccccc2)c(=O)c2c1nc1n2CCCN1CCc1ccccc1
[4] Cc1ccc(C(=O)CSc2nc(-c3ccccc3)cc(=O)[nH]2)cc1
[5] C=CCSc1cc(C)nc2c(-c3ccc(Cl)cc3)c(C)nn12
[6] CCc1ccc(NC(=O)CSc2nnnn2C)cc1

assay / entry	1	2	3	4	5	6
Abeta yeast res	-1%	-5%	-43%[inhibitor]	-4%	2%	-5%
DRD3 agonist	-2	0	20	3	38*	2
aSyn yeast inh	5%	-2%	1%	2%	4%	-11%
EPAC2 ag	3%	5%	11%	-1%	-7%	-1%
TDP43 rescue	?	0%	13µM*	-2%[9.22 µM]	-13%	8%
EPAC2 antagonist	-5%	0%	-13%	10%	6%	7%
DRD3 antagonist	-15	-7	-12	-7	20	-17
FUS suppressor	26%	20%	22%	2%	21%	-3%

# Two of the compounds above, field by field:
(5) C=CCSc1cc(C)nc2c(-c3ccc(Cl)cc3)c(C)nn12
  Abeta yeast res: 2% | DRD3 agonist: 38* | aSyn yeast inh: 4% | EPAC2 ag: -7% | TDP43 rescue: -13% | EPAC2 antagonist: 6% | DRD3 antagonist: 20 | FUS suppressor: 21%

(6) CCc1ccc(NC(=O)CSc2nnnn2C)cc1
  Abeta yeast res: -5% | DRD3 agonist: 2 | aSyn yeast inh: -11% | EPAC2 ag: -1% | TDP43 rescue: 8% | EPAC2 antagonist: 7% | DRD3 antagonist: -17 | FUS suppressor: -3%

# The main list resumes, starting 4 compounds before the break.
[3] Cn1c(=O)n(CCc2ccccc2)c(=O)c2c1nc1n2CCCN1CCc1ccccc1
[4] Cc1ccc(C(=O)CSc2nc(-c3ccccc3)cc(=O)[nH]2)cc1
[5] C=CCSc1cc(C)nc2c(-c3ccc(Cl)cc3)c(C)nn12
[6] CCc1ccc(NC(=O)CSc2nnnn2C)cc1
[7] CCCCNC(=S)Nc1ccccc1Cc1ccccc1
[8] Cc1cc(S(=O)(=O)NCC(C)C)ccc1OCC(=O)NCc1ccco1
[9] COc1ccc(C2CC(c3cccc([N+](=O)[O-])c3)=NN2/C(C)=C/C(C)=O)cc1 (stereo unspecified)
[10] CC(=O)N1CCN(c2ccc(NCc3ccc(F)cc3)cc2)CC1
[11] CCC(C)N(C(=O)CN1C(=O)NC2(CCc3ccccc32)C1=O)C1CCS(=O)(=O)C1 (stereo unspecified)
[12] COc1ccccc1C(=O)OCC(=O)c1cccc([N+](=O)[O-])c1

assay / entry	3	4	5	6	7	8	9	10	11	12
Abeta yeast res	-43%[inhibitor]	-4%	2%	-5%	-5%	8%	-17%	3%	-7%	10%
DRD3 agonist	20	3	38*	2	-2	-4	-3	0	-18	-3
aSyn yeast inh	1%	2%	4%	-11%	-8%	0%	-9%	-1%	-7%	12%
EPAC2 ag	11%	-1%	-7%	-1%	12%	1%	17%	19%	2%	4%
TDP43 rescue	13µM*	-2%[9.22 µM]	-13%	8%	13%[9.22 µM]	-8%	?	0%	-17%	?
EPAC2 antagonist	-13%	10%	6%	7%	-25%	4%	-5%	8%	-1%	14%
DRD3 antagonist	-12	-7	20	-17	-3	2	-6	-1	-20	-8
FUS suppressor	22%	2%	21%	-3%	3%	14%	2%	8%	/	/

[13] CC1(C)Cc2nc(N)c(=O)sc2C1
[14] CC(C)(C)NC(=O)C(c1ccccc1F)n1c(=O)c(-c2cc3ccccc3[nH]2)nc2ccccc21 (stereo unspecified)
[15] CCCOc1ccc(NC(=O)C2CC(=O)N(C(C)C)C2)cc1 (stereo unspecified)
[16] Oc1cccc(Nc2cc(-c3ccccc3)ncn2)c1
[17] O=C1C(=O)N(CCN2CCOCC2)C(c2cccnc2)/C1=C(/O)c1ccc(Cl)cc1 (stereo unspecified)
[18] O=C(O)c1ccc2c(c1)S(=O)(=O)c1ccccc1C2=O

assay / entry	13	14	15	16	17	18
Abeta yeast res	5%	26%	17%	-5%	-1%	-7%
DRD3 agonist	-4	-4	-1	-1	2	-2
aSyn yeast inh	-17%	7.1µM*	-6%	/	0%	0%
EPAC2 ag	-3%	-3%	1%	/	8%	-1%
TDP43 rescue	7%	?	6%	24%	-12%[9.22 µM]	13%
EPAC2 antagonist	2%	-10%	4%	/	-1%	3%
DRD3 antagonist	11	5	8	/	4	-16
FUS suppressor	-6%	?	4%	2%	18%	-14%

[19] CCOC(=O)c1c(C)n(C)c2ccc(O)c(CN3CCN(C)CC3)c12
[20] COc1ccc(-c2csc(=Nc3c(C)n(C)n(-c4ccccc4)c3=O)n2C(C)(C)C)cc1
[21] CC(C)(C)c1ccc(/C=C/C(=O)Nc2ncccn2)cc1
[22] COc1ccc(NC(=O)C2CCCN2S(=O)(=O)c2ccc(Cl)cc2)cc1 (stereo unspecified)
[23] CN1CCN(c2oc(Cc3cccc4ccccc34)nc2C#N)CC1
[24] COC(=O)c1cc2oc(C)cc2n1CC(=O)Nc1cc(Cl)ccc1OC

assay / entry	19	20	21	22	23	24
Abeta yeast res	15%	15%	-24%	-7%	9%	-3%
DRD3 agonist	0	6	-7	-9	-10	-1
aSyn yeast inh	0%	-10%	-8%	-4%	1%	/
EPAC2 ag	-2%	6%	8%	1%	3%	/
TDP43 rescue	-11%	-14%	25%	-7%	8%	20%
EPAC2 antagonist	-2%	7%	17%	13%	-6%	/
DRD3 antagonist	5	3	-6	-3	-6	/
FUS suppressor	17%	-17%	-9%	4%	4%	17%

[25] CCOCCc1nnc(NC(=O)C(=O)c2cc(C)n(-c3ccc(Cl)cc3)c2C)s1
[26] Cc1ccc(S(=O)(=O)c2cn(Cc3ccccc3)c3cc(N4CCCC4)c(F)cc3c2=O)cc1
[27] COc1cc(Cl)c(CN2CCCC(CO)(Cc3cccc(Cl)c3)C2)cc1OC (stereo unspecified)
[28] COc1ccc(C2NC(=O)C(C#N)=C(S)N2c2ccc(C)cc2)cc1OC (stereo unspecified)
[29] N#C/C(=C\c1ccc(O)c(O)c1)C(=O)N1CCc2ccccc21
[30] COc1ccc(Nc2nccc(N(C)C)c2C#N)cc1

assay / entry	25	26	27	28	29	30
Abeta yeast res	1%	0%	4%	16%	7%	-4%
DRD3 agonist	0	6	2	-4	8	-1
aSyn yeast inh	/	/	3%	2%	3%	-6%
EPAC2 ag	/	/	8%	10%	7%	-3%
TDP43 rescue	7%	17%	10%	19%	?	-2%
EPAC2 antagonist	/	/	-27%	-4%	-20%	3%
DRD3 antagonist	/	/	32	1	8	4
FUS suppressor	?	-21%	9%	-3%	-14%	-6%

[31] S=C(NCc1ccco1)NCC(c1ccco1)N1CCCCC1 (stereo unspecified)
[32] COC(=O)c1cn(-c2ccc(Cl)cc2)c(=O)c2ccccc12
[33] CS(=O)(=O)Nc1cccc(C(=O)CC2(O)C(=O)Nc3ccccc32)c1 (stereo unspecified)
[34] OC[C@@H]1CN(Cc2ccc(F)cc2)C[C@H](n2cnc3c(NCc4ccc(F)cc4)ncnc32)O1
[35] CC(Oc1ccc(Br)cc1)C(=O)Nc1ncn[nH]1 (stereo unspecified)
[36] COc1cc(NC(=O)CN2CCN(CC(=O)Nc3ccccc3OC)CC2)cc(OC)c1

assay / entry	31	32	33	34	35	36
Abeta yeast res	-46%[inhibitor]	-22%	1%	-23%	-7%	-7%
DRD3 agonist	0	2	-3	-2	-12	-3
aSyn yeast inh	2%	1%	-1%	2%	/	-5%
EPAC2 ag	0%	3%	-1%	-2%	/	9%
TDP43 rescue	-8%	8%	8%	-11%	2%	-12%
EPAC2 antagonist	-20%	2%	3%	-4%	/	2%
DRD3 antagonist	-66*	4	13	-28	/	-21
FUS suppressor	5%	9%	8%	17%	-5%	19%

[37] COc1ccc(OC)c(CNC(=O)C2CCN(c3ncnc4c3nc3n4CCCCC3)CC2)c1
[38] Cc1cccc(NC(=O)c2cccc(NC(=O)c3ccccc3)c2)n1
[39] Cn1cc(C(=O)NCc2ccc(F)cc2)c(=O)c2cc(S(=O)(=O)N3CCCCC3)ccc21
[40] O=C1CN(c2ccccc2)C(=S)N1C(=O)c1ccccc1
[41] Cc1ccccc1C(=O)c1cccn1CC(=O)NCC(C)c1ccccc1 (stereo unspecified)
[42] Cc1cc(C(=O)CN2C(=O)C(=O)N(Cc3ccccc3)C2=O)c(C)n1-c1ccccc1F

assay / entry	37	38	39	40	41	42
Abeta yeast res	-17%	11%	-3%&16%	?	30%	-5%
DRD3 agonist	-10	-7	-6&-13	-8	-2	-17
aSyn yeast inh	/	-11%	-2%	11%	12%	-1%
EPAC2 ag	/	-1%	16%	-1%	12%	12%
TDP43 rescue	4%	7%	17%&-10%	/	?	-2%[1.82 µM]
EPAC2 antagonist	/	0%	-12%	4%	-19%	-6%
DRD3 antagonist	/	14	-13	14	0	?
FUS suppressor	10%	-3%	19%&23%	25%	21%	36%

[43] Cc1ccc(S(=O)(=O)N2CCc3cc(C(=O)Nc4ccc(C)c(C)c4)ccc32)cc1
[44] CCc1ccc(N2CC(C(=O)NC3CC3)CC2=O)cc1 (stereo unspecified)
[45] O=C(CN1CCOCC1)Nc1ccccc1F
[46] O=C(NC1CCCCC1)C(c1cccnc1)N(C(=O)CCl)c1ccc(F)cc1 (stereo unspecified)
[47] CCOC(=O)N1CCN(C(=O)CSCC(=O)Nc2nc(-c3ccccc3)cs2)CC1

assay / entry	43	44	45	46	47
Abeta yeast res	-4%	-2%	11%	5%	17%
DRD3 agonist	4	3	6	-1	-22
aSyn yeast inh	/	1%	3%	4%	-3%
EPAC2 ag	/	2%	-3%	4%	7%
TDP43 rescue	19%	7%	12%	5%	-23%
EPAC2 antagonist	/	9%	20%	-3%	-3%
DRD3 antagonist	/	7	7	-2	29
FUS suppressor	45%	4%	-10%	45%	34%

# A portion of the library; rates above refer to the full screens.
